# Screening results from PubChem BioAssay.
# CCT chaperon mod: High-Throughput Screening for Modulators of Cytosolic Chaperonin Activity. activity change, % (concentration not given with the values), hits read low. purified chaperonin ATPase assay, HTRF ADP detection, 30 min. AID 651819, 2012. actives 0.3% (n = 360,000); in the data active = activity change below about -30%; also: % is scaled to controls: 0 for no effect and ±100 for the full control effect
#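 ATPase activity: ADP formed was measured by HTRF Transcreener (665/615 nm ratio) after 30 min at 37 deg C with 10 uM ATP. Compounds screened at one 76 uM concentration against 40 or 20 nM TRiC in Tris pH 7.4/KCl/MgCl2/DTT buffer.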
# EPAC2 antagonist: qHTS for Antagonist of cAMP-regulated guanine nucleotide exchange factor 2 (EPAC2): primary screen; Potency, µM (doses to about 114 µM), without a hit: top-dose activity, negative = inhibition, actives largely listed as inhibitors; AID 720708, 2013; Rap guanine nucleotide exchange factor 4 (Homo sapiens), Q8WZA2; EPAC2 GEF exchange of Rap1B-BODIPY-GDP, fluorescence; actives 0.18% (n = 360,000); also: potency is read from the fitted curve at half-maximal effect; % is scaled to controls: 0 for no effect and ±100 for the full control effect; nearly all actives have a fitted effect of over 45% in size; many of its hits are not listed in these tables
# Target sequence (Q8WZA2 whole entry, looked up): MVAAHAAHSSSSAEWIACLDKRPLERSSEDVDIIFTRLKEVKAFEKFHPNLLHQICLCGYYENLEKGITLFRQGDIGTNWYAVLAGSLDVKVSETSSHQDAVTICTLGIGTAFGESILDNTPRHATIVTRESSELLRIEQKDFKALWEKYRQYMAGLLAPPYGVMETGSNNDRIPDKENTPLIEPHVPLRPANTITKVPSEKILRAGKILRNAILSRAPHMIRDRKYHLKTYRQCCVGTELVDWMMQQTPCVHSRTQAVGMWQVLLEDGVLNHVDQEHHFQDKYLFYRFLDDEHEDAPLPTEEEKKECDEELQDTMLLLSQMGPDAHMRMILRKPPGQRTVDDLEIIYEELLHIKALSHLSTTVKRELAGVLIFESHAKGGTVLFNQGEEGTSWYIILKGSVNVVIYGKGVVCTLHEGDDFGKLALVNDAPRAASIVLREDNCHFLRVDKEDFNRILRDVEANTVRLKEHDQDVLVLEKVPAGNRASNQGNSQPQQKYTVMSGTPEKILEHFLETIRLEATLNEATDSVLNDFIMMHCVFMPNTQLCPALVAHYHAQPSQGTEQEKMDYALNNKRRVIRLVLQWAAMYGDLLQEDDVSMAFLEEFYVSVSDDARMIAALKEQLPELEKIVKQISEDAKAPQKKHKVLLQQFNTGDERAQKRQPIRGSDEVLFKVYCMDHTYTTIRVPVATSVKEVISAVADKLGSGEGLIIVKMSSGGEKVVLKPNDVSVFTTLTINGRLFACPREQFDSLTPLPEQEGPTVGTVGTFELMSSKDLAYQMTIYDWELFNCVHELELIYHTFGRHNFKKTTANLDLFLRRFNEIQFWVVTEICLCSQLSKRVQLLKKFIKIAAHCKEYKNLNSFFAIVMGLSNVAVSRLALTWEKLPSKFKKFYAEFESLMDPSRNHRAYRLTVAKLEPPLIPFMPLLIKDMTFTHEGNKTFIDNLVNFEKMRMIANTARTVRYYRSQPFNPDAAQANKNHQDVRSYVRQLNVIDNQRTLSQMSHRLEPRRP
# TGFb inhibitor: qHTS for Inhibitors of TGF-b; HepG2 CAGA-GFP TGF-b/SMAD3 reporter, GFP fluorescence, 18 h; TGF-beta stimulated, 500 pg/mL final; actives 1.2% (n = 410,000); AID 588855, 2011; Potency, µM (series often up to 46.1 µM), without a hit: top-dose activity, negative = inhibition, actives largely listed as inhibitors; also: potency is read from the fitted curve at half-maximal effect; % is scaled to controls: 0 for no effect and ±100 for the full control effect; nearly all actives have a fitted effect of over 65% in size
#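 HEPG2 CAGA-GFP cells (1000/well, DMEM with 1% FBS) were pre-incubated 2 h at 37 degrees C, given compound by pin tool, then stimulated with TGF-beta at 500 pg/mL final for 18 h before per-cell GFP fluorescence imaging.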
# pAkt inh: HTS Assay for Inhibitors of Akt Phophorylation: Primary Screen; Neuro2A IGF-stimulated pAkt S473 HTRF, 20 min; hits give low values; activity change, % for hits at 50 µM; actives 0.32% (n = 360,000); AID 651550, 2012; in the data active = activity change below about -80%; inconclusive = mostly about -51% to -80%; also: % is scaled to controls: 0 for no effect and ±100 for the full control effect
#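 Single-point screen (50 µM final compound) in Neuro2A cells stimulated 20 min with 6 nM IGF at 37 deg C. After lysis, Ser473-phosphorylated Akt read by HTRF (ex 330 nm, em 615/665 nm) as the 665/615 ratio.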
# A549 viability: Nrf2 qHTS screen for inhibitors: counterscreen for cytotoxicity; actives 0.16% (n = 390,000); A549 ARE-Fluc cells, CellTiter-Fluor viability, 18-24 h; Potency, µM (series often up to 46 µM), without a hit: top-dose activity change, negative = cytotoxicity, hits mostly inhibitors; also: potency is read from the fitted curve at half-maximal effect; % is scaled to controls: 0 for no effect and ±100 for the full control effect
#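 Cytotoxicity counterscreen: CellTiter-Fluor fluorescence was measured in A549 ARE_Fluc cells after 18-24 h of compound exposure in a concentration series. The subsequent BugLite luminescent read reports ARE-luciferase activity.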
# EPAC2 ag: qHTS for Agonist of cAMP-regulated guanine nucleotide exchange factor 4 (EPAC2): primary screen; Potency, µM (series often up to 154 µM), inactives show top-dose activation, actives largely listed as activators; EPAC2 activation, biochemical qHTS; response scale: 100% = 6.5 mM cAMP response; actives 0.079% (n = 360,000); also: potency is read from the fitted curve at half-maximal effect; nearly all actives have a fitted effect of over 50% in size
#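 Compounds were added across a concentration range to EPAC2 (100 nM), RAP1B-BODIPY-GDP (250 nM) and GDP (50 uM). After 5 min at room temperature, fluorescence was recorded at 5-min intervals for 30 min.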
# Nrf2 block: Nrf2 qHTS screen for inhibitors | actives 2.1% (n = 360,000) | A549 ARE-Fluc reporter, luciferase luminescence, 18-24 h | AID 504444, 2011 | Potency, µM (highest dose often 46 µM), without a hit: at the highest dose activity change, negative = inhibition, hits mostly inhibitors; also: potency is read from the fitted curve at half-maximal effect; % is scaled to controls: 0 for no effect and ±100 for the full control effect; nearly all actives have a fitted effect of over 60% in size
#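 A549 ARE_Fluc cells (5000/well, 5% FBS OPTI-MEM) pre-incubated 2 h, then treated with compounds 18-24 h at 37C/5% CO2 in concentration-response. CellTiter-Fluor viability read first; BugLite luciferase luminescence after 15 min at room temperature gives Nrf2 activity.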
# MmCpn inh: Inhibitors of TCP-1 ring complex (TRiC) of Methanococcus maripaludis (MmCpn): qHTS. AID 504842, 2011. Chaperonin Mm-Cpn (Methanococcus maripaludis). Potency, µM (doses to about 76.9 µM), for the others: top-dose activity, negative = inhibition, most hits filed as inhibitors. actives 0.031% (n = 330,000). purified Mm-Cpn ATPase, ADP Transcreener TR-FRET; also: potency is read from the fitted curve at half-maximal effect; % is scaled to controls: 0 for no effect and ±100 for the full control effect; nearly all actives have a fitted effect of over 80% in size
#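 Eu-cryptate anti-ADP/ADP-d2 competition gives a ratio inversely related to ADP. Enzyme at 25 nM was pre-exposed to compound for 10 min, then given 10 uM ATP for 30 min, 37°C throughout.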
# Nrf2 activator: qHTS of Nrf2 Activators | actives 0.31% (n = 410,000) | AID 624171, 2012 | Potency, µM (titrated, usually from 46.1 µM), for the others: at the top dose activation, hits mostly activators | AREc32 ARE-luciferase reporter (MCF7-derived line), luminescence, 24 h; also: potency is read from the fitted curve at half-maximal effect; % of control where 0% means no effect; nearly all actives have a fitted effect of over 65% in size
#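 Quantitative high-throughput format: AREc32 reporter cells, 1000 per well, received compound by pin transfer and were incubated 24 hr at 37 deg C, 5% CO2, before Steady-Glo luminescence detection.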
# * = called active by the depositor; i = inactive; ? = inconclusive; / = not tested or not shown; & = joins results of further samples; [ ] = dose if it differs, or a comment. Unless noted, calls follow the shape of the dose curve; as a rule, active = well fitted curve in the direction sought with a large enough effect; inconclusive = small, poorly fitted or top-dose-only effect, or another doubt; inactive = no such curve, though single readings can be large; an effect the other way counts as inactive or inconclusive.
SMILES,CCT chaperon mod,EPAC2 antagonist,TGFb inhibitor,pAkt inh,A549 viability,EPAC2 ag,Nrf2 block,MmCpn inh,Nrf2 activator
N#Cc1nc(N2CCCCC2)nc(N2CCOCC2)n1,2.7,5.4%,-15.1%&0.3%,i,-6.5%&-0.9%,12.6%,?,0.8%,-0.2%
Cc1ccc(N=C2NC(=O)/C(=C\c3cccs3)S2)cc1C,0.6,13.0%,0.3%,i,-6.8%,8.5%,-3.6%,0.9%,4.9%
COC(=O)c1ccc(CN2C(=O)NC3(CCC(C)CC3)C2=O)cc1 (configuration not stated),-5.5,1.7%,5.5%,i,-2.4%,-4.5%,?,-2.3%,3.5%
Cc1ccccc1N1CCN(C2CCCN(C(=O)CCC3(C)CC3)C2)CC1 (configuration not stated),-1.4,-5.6%,-1.7%,i,0.6%,17.1%,-4.9%,-2.6%,5.1%
CCSCc1nnc(SCC(=O)c2ccc(OC)cc2)n1C,-3.6,11.0%,13.4%,i,-1.2%,0.8%,9.3%,-0.1%,4.7%
COc1cccc(NC(=O)NC(C)C2CC3CCC2C3)c1 (configuration not stated),-1.8,-2.0%,4.2%,i,1.4%,4.4%,?,-0.1%,0.2%
Cc1cc(C)c(NS(=O)(=O)c2cccc3cccnc23)c(C)c1,0.0,-14.4%,0.1%,i,0.4%,14.3%,0.4%,-0.4%,-0.2%
O=C(COC(=O)Cc1ccc(S(=O)(=O)N2CCOCC2)s1)Nc1ccc(OC(F)F)cc1,1.4,11.3%,0.5%,i,8.8%,-0.1%,26.5%,-3.9%,-0.2%
CN1CCN(C(=S)Nc2cccc(S(=O)(=O)N(C)C)c2)CC1,0.1,2.7%,-1.6%,i,0.4%,-1.6%,5.4%,-5.6%,-0.1%
Cc1cc(Cl)c(Cl)cc1S(=O)(=O)NCCCn1ccnc1,-1.8,8.1%,?,i,6.8%,11.8%,-0.8%,3.9%,-0.4%
O=C(CN1C(=O)NC(Cc2c[nH]c3ccccc23)C1=O)Nc1ccc(F)c(F)c1F (configuration not stated),1.5,-22.5%,-11.4%,i,-2.0%,-0.3%,6.0%,3.2%,0.2%
COc1ccc([C@@H]2[C@@H]3C(=O)N(C(C)(C)C)C(=O)[C@@H]3[C@]3(C)C(=O)N(c4cccc(Cl)c4)C(=O)N23)cc1,-0.8,5.8%,3.1%,i,4.1%,4.1%,5.2%,-4.6%,1.9%
COc1cccc(N=Cc2c(O)n(-c3cccc(C)n3)c(=O)c3ccccc23)c1,-1.1,-2.5%,-3.9%,/,?,8.7%,/,-1.6%,-0.1%
O=C(O)c1ccc2c(c1)ncn2-c1ccc(F)c(F)c1,/,/,4.2%,/,5.2%,/,17.8%,/,0.2%
O=C(Nc1cccc2ncccc12)c1cccc(Br)c1,0.8,-11.1%,0.0%,i,6.2%,2.0%,-13.0%,0.2%,?
CC(=O)c1ccc(Nc2cc(C)nc3c(C)cccc23)cc1,-1.4,2.3%[57.1 µM],-18.9%,i,?,9.5%,2.7%,-0.5%,4.3%
COc1cc(NC(=O)N[C@@H](CCSC)C(=O)O)cc(OC)c1,0.7,4.5%,-5.2%,i,14.0%,7.1%,2.8%,1.5%,2.7%
O=C(/C=C/c1ccc(F)cc1)NC(=S)NC1CCCCC1,1.5,-2.8%,-7.0%,i,-1.4%,-0.8%,11.6µM*,0.0%,0.7%
Cc1ccc(C(=O)CCC(=O)OCC(=O)Nc2ccc3[nH]c(=O)[nH]c3c2)cc1,-4.4,-6.2%,-29.4%,i,-1.9%,12.6%,-8.3%,-2.8%,0.2%
Cc1cc(NC(=O)c2c([N+](=O)[O-])c(C)nn2C)no1,-0.9,-2.8%,-8.9%,i,-0.5%,-7.4%,/,2.0%,0.0%
Cc1ccc(S(=O)(=O)NCC(=O)Nc2ccc3c(c2)OCCO3)cc1,-2.1,1.9%,-12.4%,i,8.2%,-4.3%,10.4%,1.3%,-1.4%
COc1ccc(CCNC(=O)c2c(O)nc3c(C)cccn3c2=O)cc1,/,/,-3.0%,/,7.8%,/,9.6%,/,-0.2%
CN(C)S(=O)(=O)c1ccc(N2CCCC2)c(C(=O)Nc2nccs2)c1,1.7,-8.8%,?,i,-16.4%,3.5%,5.6%,-11.3%,0.3%
CCN(CC)S(=O)(=O)c1ccc(N2CCN(CCOc3ccc(OC)cc3)CC2)nc1,-1.5,-5.5%,-1.8%,i,0.1%,23.5%,-28.2%,-0.4%,5.1%
COC(=O)c1ccc(NC(=O)CSCC(=O)OCC(=O)c2ccc(Br)cc2)cc1,-3.5,2.2%,4.2%,i,-7.7%,-9.2%,12.9%,-7.4%,-0.1%
CCCCN(CC)CCCNC(=O)c1cc2c(=O)[nH]c3ccccc3c2n1C,/,/,-6.5%,/,-18.4%,/,-18.2%,/,5.9%
CCc1ccc(NC(=O)C2CCCN(c3nnc(C)c4c(C)n(-c5ccccc5)nc34)C2)cc1 (configuration not stated),/,/,-0.6%,/,-17.3%,/,0.7%,/,0.5%
O=C(NCCN1C(=O)CSC1=O)C1CC(=O)N(c2ccccc2)C1 (configuration not stated),-0.1,-0.1%,3.6%,/,-12.1%,7.4%,3.1%,1.2%,0.0%
Cc1ccc(S(=O)(=O)N(Cc2ccccc2)C(C)C)cc1,-2.6,-21.3%,?,i,13.7%,13.3%,?,-5.0%,0.9%
O=C(c1ccco1)N1CCN(c2nnc(-c3ccccc3)c3ccccc23)CC1,-1.4,2.9%,0.9%,i,-7.8%,-1.5%,-18.7%,-7.1%,-0.7%

# One compound at a time, as listed above:
# `COC(=O)c1ccc(NC(=O)CSCC(=O)OCC(=O)c2ccc(Br)cc2)cc1` is entered as CCT chaperon mod = -3.5; EPAC2 antagonist = 2.2%; TGFb inhibitor = 4.2%; pAkt inh = i; A549 viability = -7.7%; EPAC2 ag = -9.2%; Nrf2 block = 12.9%; MmCpn inh = -7.4%; Nrf2 activator = -0.1%
# `CN(C)S(=O)(=O)c1ccc(N2CCCC2)c(C(=O)Nc2nccs2)c1` is entered as CCT chaperon mod = 1.7; EPAC2 antagonist = -8.8%; TGFb inhibitor = ?; pAkt inh = i; A549 viability = -16.4%; EPAC2 ag = 3.5%; Nrf2 block = 5.6%; MmCpn inh = -11.3%; Nrf2 activator = 0.3%

# Carrying on.
SMILES,CCT chaperon mod,EPAC2 antagonist,TGFb inhibitor,pAkt inh,A549 viability,EPAC2 ag,Nrf2 block,MmCpn inh,Nrf2 activator
COc1ccc(C(=O)N(C)C2CCCc3ccccc32)cc1OC1CCN(C(C)C)CC1 (configuration not stated),0.5,20.5%,-2.6%,i,0.4%,-3.0%,?,0.5%,0.7%
CCOC(=O)c1cc(C)n(CC2CCC(C(=O)Nc3ccccc3OC)CC2)c1C (configuration not stated),/,/,11.2µM*,/,-1.7%,/,?,/,0.4%
O=C(c1ccc(Cl)c(S(=O)(=O)N2CCOCC2)c1)N1CCN(c2ccccc2F)CC1,-1.1,3.1%,-1.1%,i,5.1%,-3.8%,2.8%,-0.9%,3.3%
CCN(C(=O)Cc1cccs1)c1nnc(-c2cccnc2)s1,-1.6,3.0%,-18.7%,i,-2.7%,4.0%,10.3%,-0.9%,-0.2%
CC(=O)NC1=NN(C(C)=O)C(C)(CCS(=O)(=O)c2ccc(Br)cc2)S1 (configuration not stated),-0.7,-3.3%,?,i,5.4%,2.5%,1.8%,-1.5%,-0.3%
NC(=O)C1CCN(c2nc(-c3ccccc3Br)cs2)CC1,/,3.3%,3.5%,/,1.7%,9.2%,?,?,9.6%
O=C(NCc1cccc(F)c1)C1CCC(=O)N(C2CCCC2)C1 (configuration not stated),1.3,-2.6%,11.2%,i,1.8%,4.9%,6.0%,-0.1%,-0.2%
CC(=O)N1CCN(Cc2nc3cc([N+](=O)[O-])ccc3n2C)CC1,0.5,2.7%,-0.7%,i,-1.7%,1.1%,-10.3%,0.4%,-0.1%
COc1ccc(-c2nnc(SCC(=O)Nc3ncc(C(F)(F)F)cc3Cl)n2CC(C)C)cc1,0.1,-0.6%,-18.6%,i,-0.7%,6.4%,-0.8%,-2.6%,4.1%
CCOC(=O)C1CCN(CC(=O)c2ccc(O)c(C)c2O)CC1,-3.0,12.6%,13.0%,i,5.6%,16.7%,-3.0%,0.7%,0.1%
CC(CCN(C)C)OC(=O)c1ccc(C(C)c2ccccc2)o1 (configuration not stated),1.9,9.7%,4.2%,i,-6.2%,-4.1%,?,0.4%,0.0%
CC(NC(=O)c1ccc(Cl)c(S(=O)(=O)N2CCCCCC2)c1)c1cccnc1 (configuration not stated),-1.6,0.5%,3.9%,i,1.5%,16.6%,?,0.0%,0.0%
O=C(NC1CCCCCC1)C(=O)NC1CCCC1,-10.1,-1.3%,-4.3%,i,6.2%,-4.6%,3.8%,0.1%,0.2%
COc1cccc(CNc2ccc(S(=O)(=O)N3CCN(C)CC3)cn2)c1,-2.4,5.1%,-4.0%,i,-1.9%,11.6%,-3.3%,-3.6%,-1.2%
CCOCc1c(C(=O)NC2=Nc3ccccc3NC(CC)=C2C(=O)OCC)oc2ccccc12,-3.0,0.7%,6.3%,i,-15.2%,3.9%,?,-2.6%,0.4%
COc1ccc(CCNC(=O)c2[nH]c(C)c(C(C)=O)c2C)cc1OC,-12.1,7.6%,8.0%,i,-5.7%,-4.8%,0.9%,0.1%,-0.1%

# A portion of the library; count on the stated rates, not on these rows.
